# Assay outcomes from PubChem.
# p53ts 39C tox – kills p53ts cells at the nonpermissive temperature; Potency, µM (series often up to 46.1 µM), inactives show at the top dose activity change, negative = cell killing, actives largely listed as cytotoxic; actives 1.5% (n = 130,000); H1299-p53A138V viability at 39C, ATP luminescence, 24 h; also: nearly all actives have a fitted effect of over 55% in size
# IkB signaling – IkB pathway inhibition in ABC-DLBCL cells. ABC-DLBCL IkBa-CBG/CBR dual luciferase ratio, 4 h; response scale: scaled: untreated 0%, proteasome inhibitor 100%. Potency, µM (series often up to 57.1 µM), for the others: at the highest dose IkBa stabilization activation. actives 0.04% (n = 110,000); active = well fitted curve in the direction sought with a large enough effect in the signal ratio, not every such curve was filed as active; inconclusive = small, poorly fitted or top-dose-only effect, or a change in a side signal; the % refers to the signal ratio;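 also: the direction sought is a rising ratio; 0% = basal untreated cells and 100% = reference inhibitor full response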
#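 Luminescence ratio of IκBα-fused green versus native red beetle luciferase in OCI-Ly3 cells, 4 h post-doxycycline with compound; red signal alone, scaled from basal (0%) to zero light (-100%), flagged nonspecific or cytotoxic effects.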
# Imprint erasure – induces erasure of genomic imprints in mouse ES cells; mouse ES Peg3-LacZ reporter, beta-gal luminescence, 40 h; Potency, µM (top dose mostly 60.7 µM), for inactives: at the top dose activity change, positive = activation, most hits filed as activators; actives 0.02% (n = 110,000);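 also: 0% = negative control wells on the plate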
#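 Imprint erasure is scored as LacZ activity from the silenced maternal Peg3 allele in feeder-free female ES cells cultured 40 h with LIF. Luminescence is normalized to in-plate negative controls and fitted to the Hill equation.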
# p53ts 32C tox – cytotoxicity in p53ts cells at permissive temperature | H1299-p53A138V at 32C, ATP luminescence viability, 24 h | Potency, µM (doses to about 46.1 µM), inactives show at the highest dose activity change, negative = cytotoxicity, most hits filed as cytotoxic | actives 0.93% (n = 130,000);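 also: 0% = DMSO and -100% = full killing by reference compound; nearly all actives have a fitted effect of over 55% in size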
#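 Viability by ATPlite luminescence after 24 h compound treatment (up to 46 uM) at the permissive 32C. Cells are H1299 carrying p53 A138V. Scale runs from DMSO basal to 100 uM tamoxifen as full kill; AC50 from Hill fits.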
# Active calls of the source: *; u = inconclusive; x = not tested or not shown; [ ] = remark or other dose. Unless noted, calls follow the shape of the dose curve; as a rule, active = well fitted curve in the direction sought with a large enough effect; inconclusive = small, poorly fitted or top-dose-only effect, or another doubt; inactive = no such curve, though single readings can be large; an effect the other way counts as inactive or inconclusive. Unless noted, % is scaled to controls: 0 for no effect and ±100 for the full control effect; potency is read from the fitted curve at half-maximal effect.
# Under each structure – p53ts 39C tox, IkB signaling, Imprint erasure, p53ts 32C tox
O=C(COc1ccccc1)N(Cc1cccnc1)c1nc2ccc(Cl)cc2s1
 : -21%, -2.1%, -4%[10.9 µM], 0%
CC1(C)CCCC2(C)C3C(O)CC2(C)C(O)C31 (configuration not stated)
 : 10%, x, -9%, 10%
NC(=O)NC(Cc1ccccc1)c1ccccc1 (configuration not stated)
 : -17%, 3.2%, 1%, 0%
COc1ccc(OC)c(NC(=O)c2nnn(Cc3ccccc3C)c2N)c1
 : 1%, 0.2%, -20%, 5%
CCOC(=O)c1c(CN2CCCCC2)oc2ccc(O)cc12
 : 2%, -2.1%, -15%, 7%
COc1ccc(C(=O)CSc2nnc(-c3cc(C)cc(C)c3)o2)cc1
 : -13%, 2.3%, x, -5%
CC(=O)Nc1ccc2c(c1)nc(CCNC(=O)c1ccccc1)n2C
 : -4%, 0.7%, -4%, 1%
COc1ccc(-c2noc(COc3cc(C)ccc3C)n2)cc1OC
 : -10%, 12%, -3%[10.9 µM], -3%
COc1ccccc1NC(=O)c1nc(SCc2ccc(F)cc2)ncc1Cl
 : -2%, 0.0%, -12%[10.9 µM], 1%
CC(Oc1ccc(O)cc1)(P(=O)(O)O)P(=O)(O)O
 : -4%, 0.3%, -2%, 3%
COc1cccc(NC(=O)CSC2=Nc3ccccc3C3=NC(CC(=O)NCc4ccc5c(c4)OCO5)C(=O)N23)c1 (configuration not stated)
 : -15%, u, 21%[10.9 µM], 4%
CCCCn1c(/N=C/c2cc(OC)ccc2O)nc2ccccc21
 : -4%, 1.0%, -24%, 2%
Cc1cccc2cc(C#N)c(SCC(=O)NCC3CCCO3)nc12 (configuration not stated)
 : 17%, x, x, -11%
CCn1cc2c(c1-c1cccc(C)c1)c(=O)n(C)c(=O)n2C
 : 5%, 2.6%, -13%, 7%
COc1ccc(CNC(=O)Cc2coc3ccc(C(C)C)cc23)cc1
 : -7%, u, -7%[10.9 µM], -3%
COc1ccc(-n2nnc3c(SCC(=O)OCc4ccccc4)ncnc32)cc1
 : u, x, x, -7%
COc1cccc2c(=O)cc(C)n(CC(=O)Nc3ccc(C)c(C)c3)c12
 : -4%, u, -29%, -10%
COc1ccc2[nH]c(C)cc(=O)c2c1
 : 11%, x, x, 2%
COc1ccc(S(=O)(=O)N(CC(=O)NCc2ccccc2)c2ccc(C)cc2)cc1OC
 : 7%, u, -12%[10.9 µM], 4%
COc1ccc(CCNC(=O)CSc2nc(O)c(CC(C)C)c(=O)[nH]2)cc1OC
 : 1%, -0.3%, -4%, 5%
Cc1ccc(C)c(NC(=O)C(Sc2nncn2C)c2ccccc2)c1 (configuration not stated)
 : -3%, -0.9%, 9%, 5%
Cc1ccc(N)c(C(=O)CCCCC(=O)O)c1
 : 6%, 1.8%, -12%, 6%
O=C(NCc1ccco1)c1csc(Nc2ccccc2Cl)n1
 : -16%, 5.4%, -9%, -10%
CCOc1ccc(OCC)c(NC(=O)C2CCN(S(=O)(=O)c3cn(C)cn3)CC2)c1
 : -13%, -1.1%, 3%[10.9 µM], -12%
O=C(Cc1ccc(NC(=O)N2CCSc3ncccc32)cc1)NCc1ccccc1
 : -9%, u, 8%[10.9 µM], -3%
COc1ccc(NC(=O)CSc2nc3ccccc3n2CC(=O)N(C)C2CCCCC2)cc1
 : -14%, 3.5%, -6%[10.9 µM], 2%
COc1ccc(C(=O)Cn2nnc(-c3ccccc3-n3cnnn3)n2)cc1
 : 1%, -0.2%, -6%, 16%
CN(C)/C=C(\C#N)c1nc2ccccc2[nH]1
 : 4%, -0.5%, -44%[inhibitor], -2%
CCn1c(SCc2ccccc2)nnc1-c1cccs1
 : -12%, 1.5%, -9%, -13%
O=C1C(=O)N(C2CCN(S(=O)(=O)c3ccc(F)cc3)CC2)CCN1Cc1ccccc1
 : -10%, -0.8%, -4%[10.9 µM], 6%

# Rewritten bar-delimited: entries from further up.
SMILES | p53ts 39C tox | IkB signaling | Imprint erasure | p53ts 32C tox
CC(=O)Nc1ccc2c(c1)nc(CCNC(=O)c1ccccc1)n2C | -4% | 0.7% | -4% | 1%
COc1ccc(-c2noc(COc3cc(C)ccc3C)n2)cc1OC | -10% | 12% | -3%[10.9 µM] | -3%
COc1ccccc1NC(=O)c1nc(SCc2ccc(F)cc2)ncc1Cl | -2% | 0.0% | -12%[10.9 µM] | 1%

# Reformatted: results already given
Cc1ccc(C)c(NC(=O)C(Sc2nncn2C)c2ccccc2)c1 (configuration not stated)
  p53ts 39C tox: -3%	IkB signaling: -0.9%	Imprint erasure: 9%	p53ts 32C tox: 5%

Cc1ccc(N)c(C(=O)CCCCC(=O)O)c1
  p53ts 39C tox: 6%	IkB signaling: 1.8%	Imprint erasure: -12%	p53ts 32C tox: 6%

# (continued)
# Under each structure – p53ts 39C tox, IkB signaling, Imprint erasure, p53ts 32C tox
CCOc1ccc(NS(=O)(=O)c2ccc3[nH]cc(C(=O)N(CC)CC)c(=O)c3c2)cc1
 : 11%, -0.4%, -5%, 5%
CCOC(=O)c1[nH]c2ccccc2c1NC(=O)c1ccc(Br)o1
 : -12%, u, -16%, 1%
CCOC(=O)c1c(S(=O)(=O)N2CCC(C(=O)Nc3cccc(C#N)c3)CC2)c(C)n(C)c1C
 : -9%, 0.8%, -6%[10.9 µM], -4%
Cc1ccc(CSc2nnc(-c3ccc(S(=O)(=O)N4CCCC4)cc3)o2)cc1
 : 1%, 0.5%, 13%, 1%
O=C(OCn1nnc2ccccc2c1=O)c1cccs1
 : 23%, -1.9%, -21%, 18%
O=C(c1ccc2c(c1)N(Cc1ccc(Cl)cc1)C(=O)c1ccccc1S2(=O)=O)N1CCOCC1
 : -15%, -2.2%, 10%[10.9 µM], 10%
O=C(NCCCN1CCCC1=O)c1ccccc1NS(=O)(=O)c1ccc(F)cc1
 : 0%, 0.3%, 1%, 0%
COc1ccc(S(=O)(=O)N2CCCCC2)cc1Br
 : 7%, -2.2%, -12%, -3%
CCN1CCN(C(=O)c2c(C)nn(-c3ccc(F)cc3)c2-n2cccc2)CC1
 : -9%, -0.1%, 8%[10.9 µM], 4%
CCOc1ccc(NC(=O)N2CCC(N3CCCCC3)CC2)cc1
 : 7%, u, 6%[10.9 µM], -10%
Clc1ccccc1-c1nnc(-c2ccccc2Cl)o1
 : -14%, x, x, u
COc1ccc(-c2cc(OC(=O)c3ccc(Cl)cc3)c3c(C)oc(C)c3c(=O)c2)cc1
 : -16%, 9.8%, -8%[10.9 µM], 5%
O=C(NCc1ccco1)C(Cc1ccccc1)N1C(=O)c2ccccc2C1=O (configuration not stated)
 : -4%, 0.5%, 0%, 1%
CCCCCc1nnc(NC(=O)CS(=O)(=O)Cc2ccccc2)s1
 : 6%, 0.3%, 17%, 12%
c1ccc(-c2nnc3sc(CN4CCC5(CC4)OCCO5)cn23)cc1
 : -3%, 1.3%, -37%[inhibitor], -3%
COC(=O)c1cc(C)nc2c1c(=O)nc(SCc1cc(C)ccc1C)n2C1CC1
 : 0%, u, -15%[10.9 µM], 1%
Cc1nc2ccccc2c2oc(C(=O)NCC3COc4ccccc4O3)cc12 (configuration not stated)
 : -29%, u, -25%, u
C=CCOc1ccccc1/C=c1\sc2nc(=O)c(C)nn2c1=O
 : 6%, u, -4%, 9%
COC(=O)C1CCN(C(=O)Cc2ccc(OC)c(OC)c2)CC1
 : 7%, 1.2%, 3%, -5%
CCn1c(CSc2nc3ccccc3[nH]2)n[nH]c1=S
 : 11%, 1.1%, -13%, 7%
COC(=O)c1c(=O)n(O)c2ccc(OC)cc2[n+]1[O-]
 : -4%, -1.2%, -9%, 5%
Cn1c(CSCc2ccc(Cl)c(Cl)c2)nnc1SCC(=O)Nc1nccs1
 : 12%, u, -4%, 2%
CCOc1cc(CN2CCSCC2)ccc1O
 : 4%, 2.8%, 6%, 5%
CCOC(=O)c1sc2ccccc2c1S(=O)(=O)Nc1cc(OC)ccc1OC
 : 5%, 0.2%, -5%[10.9 µM], 4%
Cc1nnc(SCC(=O)N2CCN(S(=O)(=O)c3ccccc3)CC2)[nH]c1=O
 : -1%, 0.2%, -6%, 4%
Cc1ccc(-c2nc(CSCC(=O)NCCCN3CCOCC3)c(C)o2)cc1
 : -8%, 0.5%, -15%, -2%
Cc1cc(Oc2c(C(F)(F)F)oc3c(CN4CCC(C)CC4)c(O)ccc3c2=O)cc(C)c1Cl
 : 24%, u, -3%[10.9 µM], 13%
COc1ccccc1/C=C\C(=O)O
 : 1%, x, -6%, -6%
COCCN1Cc2cccc(C(=O)NCc3ccccn3)c2C1=O
 : -24%, -1.6%, -3%, 0%
Cc1cc(Br)c2c(c1)=C(c1sc(N3CCCCCC3)nc1O)C(=O)N=2
 : 5%, 1.1%, 6%, -5%
CC(C(=O)NCc1cccs1)n1cccc1 (configuration not stated)
 : -3%, 1.6%, -3%, -5%
CSc1ccccc1NC(=O)CN(C)Cc1ccc(Br)cc1
 : 59%[activator], x, x, -17%
CCC1=C(OC(=O)N(CC)CC)N2C(=O)OC(=NCCc3c[nH]c4ccccc34)[C@]2(Cc2ccccc2)[C@H]2C1=CC[C@H]1C(=O)NC(=O)[C@H]12
 : 10%, x, -26%, 9%
CCOc1ccc2c(c1)c(=O)c(S(=O)(=O)c1ccc(Cl)cc1)cn2Cc1ccccc1C
 : 0%, u, -11%[10.9 µM], 14%
Cc1ccccc1NS(=O)(=O)c1cc(S(C)(=O)=O)ccc1Cl
 : -4%, 5.5%, -9%, 5%
COC(=O)[C@@]1(Cc2ccc(OC)cc2)[C@H]2c3cc(C(=O)N(C)C)n(Cc4ccc(S(C)(=O)=O)cc4)c3C[C@H]2CN1C(=O)c1ccccc1
 : 4%, x, -13%, 3%
Cc1cc(C)cc(NS(=O)(=O)c2ccc3c(c2)CCCN3C(=O)C2CCC2)c1
 : -36%, u, -5%[10.9 µM], 1%
CCn1c(CN2CCOCC2)nc2cc(NC(=O)c3ccccc3[N+](=O)[O-])ccc21
 : 4%, u, 9%[10.9 µM], -3%
CCN(CC)CCCCn1c(-c2ccccc2)nc2c(NCCOC)nc(C)nc21
 : -3%, x, -4%, 0%
CCOc1ccccc1NC(=O)CSc1ncnc2c1oc1ccccc12
 : 2%, 4.6%, -1%, 3%
CCN(C(=O)c1cnc2ccc(C)cn2c1=O)c1ccccc1
 : 6%, -3.8%, -3%[10.9 µM], 4%
CCCCCCCCCCCCCCCCCC(=O)NCCc1ccc(O)c(O)c1
 : -9%, x, 0%, 13%
Cc1ccc(C(c2sc3nc(C)nn3c2O)N2CCN(C(=O)c3ccco3)CC2)cc1 (configuration not stated)
 : 31%[activator], x, x, -2%
O=C(NCc1ccccc1)C1CCN(S(=O)(=O)c2cccc3cccnc23)CC1
 : 6%, -2.6%, -13%, 7%
CCOC(=O)CSc1ncnc2c1nnn2-c1ccc(F)cc1
 : -16%, x, x, -25%
CSc1nc2ccc(NC(=O)C3CC(=O)N(Cc4ccco4)C3)cc2s1 (configuration not stated)
 : -10%, 1.3%, -5%, 2%
CCCCn1nnnc1SCC(=O)c1ccc(C)c(C)c1
 : -25%, 0.4%, -13%, -13%
CCOC(=O)c1cccnc1SCc1cc(=O)n2ccccc2n1
 : -20%, 7.1%, -29%, -5%
CCOC(=O)c1ccccc1NC(=O)Cn1ncc2c1-c1ccccc1OC2
 : -29%, u, 1%[10.9 µM], -5%
COc1ccc(/C=C/c2nc(C#N)c(N3CCN(c4ccccc4)CC3)o2)cc1OC
 : -4%, -0.4%, 2%[10.9 µM], -1%
O=C1[C@@H]2CSCN2C(=O)CN1CCc1cccc(F)c1
 : 25%, 0.6%, -1%, -6%
COc1cccc(C(=O)c2sc(Nc3ccc(F)c(Cl)c3)nc2N)c1
 : -9%, 0.2%, -5%[10.9 µM], 1%
CCOC(=O)c1cc2c(=O)n3ccccc3nc2n(CC2CCCO2)c1=NC(=O)c1ccccc1OCC (configuration not stated)
 : 10%, u, -4%[10.9 µM], -6%
CC(C)CNC(=O)c1cc(-c2ccc(Cl)c(Cl)c2)on1
 : 5%, 3.1%, -3%, -5%
Fc1ccc(CSc2nncn2NCc2ccccc2)cc1
 : 11%, x, x, 0%
COc1ccc(OC)c2sc(N(Cc3cccnc3)C(=O)c3ccco3)nc12
 : -1%, -0.4%, 2%[10.9 µM], -8%
CNc1cc(C)nc(-n2nc(C)cc2C)n1
 : -6%, 6.2%, -59%[inhibitor], -6%
COCCCn1c(SCC(=O)Nc2nc3ccccc3s2)nnc1-c1ccoc1C
 : 0%, x, x, -2%
